# MBD2 inh: inhibitors of MBD2 binding to methylated DNA, primary screen, biochemical, TR-FRET, DNA-binding domain, human; Methyl-CpG-binding domain protein 2 (Homo sapiens), Q9UBB5; MBD2 binding to methylated oligonucleotide; inhibition, % at 4.4 µM; hit rate 0.31% among 370,000; in the data active means inhibition above about 13%
# DDE Tn7 FP inh: inhibitors of Tn7 peptide binding to fibrin DD(E), primary screen, biochemical, fluorescence polarization, human fibrin, Tn7 probe | Fibrinogen beta chain (Homo sapiens), P02675 | FP displacement of FITC-Tn7 peptide from fibrin DD(E); 0% = median of compound wells per plate | inhibition, % at 8.3 µM | hit rate 0.13% among 370,000;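 active means inhibition above the mean of compounds falling within the control limits plus 3 SD of them, cut at about 14% in these data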;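 further: 0% = plate median of compound wells and 100% = 10 µM Aha-Tn7 peptide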
#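 system = human fibrin DD(E) protein | quantity = DD(E) 2 µM final | medium = Tris/NaCl/CaCl2 buffer, pH 7.8 | also added = labelled Tn7 tracer, 0.1 µM | compound dosing = single point at 8.3 µM | timing = compound with protein 10 min, then 3 h after probe, room temperature | signal = FP measurement | benchmarks = Aha-Tn7 high control | repeats = one replicate per compound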
# ASAP1 GAP inh: inhibitors of human ASAP1 ArfGAP activity, primary screen, biochemical, fluorescence polarization | AID 624377, 2012 | hit rate 0.19% among 360,000 | ASAP1-stimulated ARF1 GTP hydrolysis, GDP FP detection | inhibition, % at 16.5 µM | Arf-GAP with SH3 domain, ANK repeat and PH domain-containing protein 1 (Homo sapiens), …; in the data active means inhibition above about 25%;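 further: 0% = vehicle with enzyme and substrate and 100% = no enzyme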
# ARFGAP1 inh: inhibitors of rat ARFGAP1 GAP activity, primary screen, biochemical, fluorescence polarization, GDP tracer; ADP-ribosylation factor GTPase-activating protein 1 (Rattus norvegicus), Q62848; Arfgap1-stimulated ARF1 GTP hydrolysis, GDP FP detection; inhibition, % at 16.5 µM; hit rate 0.26% among 360,000;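 active means inhibition above a per-plate limit, mean inhibition of low control wells plus 3 SD, cut at about 25% in these data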;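 further: 0% = DMSO wells with enzyme and 100% = wells lacking Arfgap1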
#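 Material – truncated rat Arfgap1 GAP domain · Buffer or medium – HEPES-based buffer, pH 7.5 · Reagent – human ARF1(Δ1-17)-GTP substrate · Dosing – 16.5 µM single point, 1.26% DMSO · Schedule – GTP hydrolysis reaction 2 h at 25 °C · Technique – GDP detection by fluorescence polarization · Benchmarks – No-Arfgap1 wells (100%) versus DMSO full-reaction wells (0%) · Repeats – single replicate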
# UHRF1 MBD2 ctr: UHRF1 methylated DNA binding inhibitors, primary screen, counter-screen for MBD2 inhibitor project, biochemical, TR-FRET, human UHRF1, single concentration | UHRF1 binding to methylated oligo | hit rate 0.75% among 370,000 | inhibition, % at 4.4 µM | AID 687016, 2013 | E3 ubiquitin-protein ligase UHRF1 (Homo sapiens), Q96T88; in the data active means inhibition above about 21%;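 further: UHRF1 SRA domain binding a hemimethylated CpG hairpin DNA probe; 0% = median of test compound wells and 100% = reference inhibitor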
# Target sequence (Q96T88 whole entry, looked up, the tested form may be a part): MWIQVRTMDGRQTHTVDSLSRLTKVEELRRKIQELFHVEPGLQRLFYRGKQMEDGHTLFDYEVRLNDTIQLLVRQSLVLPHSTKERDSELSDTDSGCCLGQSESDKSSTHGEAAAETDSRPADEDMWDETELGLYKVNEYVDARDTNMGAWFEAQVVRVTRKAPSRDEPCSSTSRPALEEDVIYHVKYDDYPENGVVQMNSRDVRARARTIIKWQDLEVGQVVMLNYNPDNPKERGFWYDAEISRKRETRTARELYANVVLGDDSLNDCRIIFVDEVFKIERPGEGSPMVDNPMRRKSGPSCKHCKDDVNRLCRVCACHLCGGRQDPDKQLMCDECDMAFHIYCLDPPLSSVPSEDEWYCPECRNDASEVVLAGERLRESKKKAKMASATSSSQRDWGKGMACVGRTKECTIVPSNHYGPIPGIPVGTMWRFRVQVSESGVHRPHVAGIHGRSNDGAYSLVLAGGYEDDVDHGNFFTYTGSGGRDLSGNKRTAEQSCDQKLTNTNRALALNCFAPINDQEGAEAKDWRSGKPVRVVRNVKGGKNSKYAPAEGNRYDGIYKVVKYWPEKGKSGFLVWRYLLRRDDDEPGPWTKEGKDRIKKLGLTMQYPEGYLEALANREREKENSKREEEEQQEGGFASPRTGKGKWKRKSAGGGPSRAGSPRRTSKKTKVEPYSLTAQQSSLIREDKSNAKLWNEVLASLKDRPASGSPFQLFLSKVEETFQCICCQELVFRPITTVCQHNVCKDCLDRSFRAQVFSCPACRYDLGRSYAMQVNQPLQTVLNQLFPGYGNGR
# PLCg1 inh: PLC-gamma1 enzyme inhibitors, primary screen, biochemical, fluorescence, purified enzyme; 1-phosphatidylinositol 4,5-bisphosphate phosphodiesterase gamma-1 (Homo sapiens), P19174; fluorogenic substrate; inhibition, % at 12.2 µM; hit rate 0.84% among 370,000; AID 720700, 2013; in the data active means inhibition above about 9.5%
# Tn6 DDE FP: inhibitors of Tn6 peptide binding to fibrin DD(E), primary screen, biochemical, fluorescence polarization, human fibrin, Tn6 probe | Fibrin DD(E) TRITC-Tn6 fluorescence polarization displacement | inhibition, % at 8.3 µM | hit rate 0.21% among 370,000 | AID 720509, 2013;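 active means inhibition above a per-campaign cutoff: mean of compounds within control limits plus 3 SD, cut at about 15% in these data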;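 further: 0% = median of all compound wells on the plate and 100% = blocking peptide control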
# KLK7 zymogen act: proKLK7 zymogen activators, primary screen, biochemical, fluorescence intensity; hit rate 0.9% among 370,000; AID 652039, 2013; activation, % at 7 µM; purified proKLK7, EDANS-DABCYL substrate fluorescence; 100% is mature enzyme control, 0% vehicle;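 active means activation above the mean of all tested compounds plus 3 SD, computed per campaign excluding outliers beyond control limits, cut at about 13% in these data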
# Target sequence (P49862 whole entry, looked up): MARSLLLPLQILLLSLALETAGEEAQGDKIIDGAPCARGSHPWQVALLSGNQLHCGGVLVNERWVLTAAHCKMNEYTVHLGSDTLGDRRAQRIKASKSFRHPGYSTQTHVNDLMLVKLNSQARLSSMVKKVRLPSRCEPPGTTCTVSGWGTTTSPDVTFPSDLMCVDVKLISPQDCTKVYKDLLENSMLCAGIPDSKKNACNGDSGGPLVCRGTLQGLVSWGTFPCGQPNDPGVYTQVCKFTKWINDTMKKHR
# PLC-beta3 inh: human PLC-beta3 inhibitors, primary screen, biochemical, fluorescence. hit rate 0.18% among 370,000. 1-phosphatidylinositol 4,5-bisphosphate phosphodiesterase beta-3 (Homo sapiens), Q01970. Purified PLC-beta3, fluorogenic substrate. inhibition, % at 12.2 µM; in the data active means inhibition above about 11%;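 further: 0% = median of compound wells on plate and 100% = full blocker control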
# ADAM17 inh: ADAM17 inhibitors, primary screen, biochemical, QFRET. recombinant ADAM17, EDANS/DABCYL FRET peptide cleavage. AID 720648, 2013. hit rate 0.83% among 370,000. Disintegrin and metalloproteinase domain-containing protein 17 (Homo sapiens), P78536. inhibition, % at 6.95 µM;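 active means inhibition above the mean of compounds lying between control limits plus 3 SD, set per campaign, cut at about 8.5% in these data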;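 further: 0% = DMSO-only wells as the low control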
# * marks the source's active call; other numbers are inactive results; i = inactive; · = not tested or not shown.
SMILES,MBD2 inh,DDE Tn7 FP inh,ASAP1 GAP inh,ARFGAP1 inh,UHRF1 MBD2 ctr,PLCg1 inh,Tn6 DDE FP,KLK7 zymogen act,PLC-beta3 inh,ADAM17 inh
CCN(C(=O)CSc1nnc2ccccn12)C1CCS(=O)(=O)C1 (configuration not stated),5,5,8,-5,-3,-1,-4,0.5,1,-4
CC(C)N(C(=O)CSc1nc(Cc2ccccc2)nc2ccccc12)C(C)C,7,-4,-2,-2,1,-1,-2,-0.8,-3,0
COC1=CC(=O)OC(C)(c2ccccc2)C1 (configuration not stated),1,4,-4,-1,1,0,9,0.7,1,-6
Oc1ccc(/C=N/N2CCCCC2)c(O)c1,-4,-16,0,18,1,-3,6,-0.9,-6,-1
O=c1oc(-c2ccccc2)cc(Cl)c1Cl,2,-42,0,5,-4,1,-12,347*,-4,-8
Cc1ccccc1CN(C)CC(=O)Nc1c(C)cccc1C(C)C,0,0,-4,7,2,-2,8,0.2,-6,-2
CCOC(=O)c1[nH]c(C)c(CN(C(C)=O)c2ccc(OCC)cc2)c1C,-4,-4,5,3,0,1,2,0.1,3,-3
CC(C)CNC(=S)Nc1ccc(Oc2ccccc2)cc1,5,0,7,-3,1,0,0,0.1,-3,3
CC1(C)SC2C(NC(=O)C3(N)CCCCC3)C(=O)N2C1C(=O)O (configuration not stated),2,3,-18,3,4,3,-6,-0.9,-3,-2
CC(=O)c1ccc(S(=O)(=O)NC2CC2)cc1,9,2,9,18,9,-2,-7,-0.9,-9,-8
COC(=O)c1c(NS(C)(=O)=O)sc2c1CCCC2,3,-9,-9,2,0,1,-3,-0.1,-3,-5
COc1cc2c(cc1OC)C(C1C(=O)CC(C)CC1=O)N(C(=O)CCl)CC2 (configuration not stated),-5,-4,1,-9,32*,i,2,213*,i,-222
COc1ccc(Cn2c(O)c(/C=N/NC(=O)c3cccnc3)c3ccccc3c2=O)cc1,0,-2,20,3,1,-199,-17,-4.3,-231,-50
COC(=O)c1c(C)[nH]c(C(=O)C(C)OC(=O)C2CC2)c1C (configuration not stated),-3,-5,14,-11,1,-3,8,-0.4,-5,1
O=C1CSC(=Nc2ccc(F)cc2)N1,2,-7,-6,-9,1,2,8,0.2,-3,3
CCc1nc2c(OCc3ccccc3C(=O)OC)cccn2c1N(C)C(=O)Nc1ccccc1OC,-1,-3,-1,-4,1,2,2,-0.3,-1,0
N#CCCn1nc(-c2ccccc2)cc1-n1c(C(F)(F)F)nc2ccccc21,0,3,11,-5,0,-1,7,0.3,1,2
COc1ccc(CC(=O)N/N=C(/C)CC(=O)N(C)c2ccccc2)cc1,-5,9,-1,5,-7,-2,2,-0.1,-7,0
CCCCN(CC)CCCNC(=O)c1cc2c(=O)[nH]c3ccccc3c2s1,-10,-4,1,11,-7,-148,-1,15*,-183,-210
COC(=O)c1ccc2c(c1)NC(=O)C(N1CCCC1)S2 (configuration not stated),0,-4,-1,-7,-1,2,6,-0.1,4,-4
Cc1nn(-c2ccccc2)c(C)c1NC(=O)COc1ccc([N+](=O)[O-])cc1,1,8,-4,-3,2,-2,3,-0.2,-8,-2
CC1(C)C(c2ccco2)=[N+]([O-])C2(CCCCC2=O)N1O (configuration not stated),-3,4,-3,-7,-5,-2,2,-0.2,2,-3
Cc1ccc(NC(=O)c2cnc(N3CCN(c4ccccn4)CC3)c3ccccc23)c(Br)c1,-2,6,-7,-3,1,-155,-1,-18,-154,-24
O=C(CC1C(=O)NCCN1C(=O)Nc1ccccc1)Nc1cc(Cl)cc(Cl)c1 (configuration not stated),0,-6,-4,4,-3,5,5,-0.6,-3,-2
COC(=O)[C@]12C[C@H](CC(=O)N3CCCCC3)C(=O)N(CCC3=CCCCC3)C1=C[C@H](COCc1ccccc1)O[C@@H]2C,3,1,-6,-1,1,2,4,1.7,4,2

# The last 2 records of the part before are carried over, then new ones follow:
SMILES,MBD2 inh,DDE Tn7 FP inh,ASAP1 GAP inh,ARFGAP1 inh,UHRF1 MBD2 ctr,PLCg1 inh,Tn6 DDE FP,KLK7 zymogen act,PLC-beta3 inh,ADAM17 inh
O=C(CC1C(=O)NCCN1C(=O)Nc1ccccc1)Nc1cc(Cl)cc(Cl)c1 (configuration not stated),0,-6,-4,4,-3,5,5,-0.6,-3,-2
COC(=O)[C@]12C[C@H](CC(=O)N3CCCCC3)C(=O)N(CCC3=CCCCC3)C1=C[C@H](COCc1ccccc1)O[C@@H]2C,3,1,-6,-1,1,2,4,1.7,4,2
CCOc1ccc(-c2cn(-c3ccccc3OC)c(=S)[nH]2)cc1,-6,3,-2,-6,-2,2,5,-0.1,-6,0
COc1ccccc1C(=O)NC(CCSC)C(=O)OC(C)C(N)=O (configuration not stated),0,0,2,13,7,0,-6,0.3,-4,-4
S=C(Nc1ccccc1)Nc1cccc(Cl)c1Cl,0,-6,-10,-7,-2,0,2,-0.2,4,-1
Cc1cccc(OCc2nnc(-c3ccc(F)cc3)o2)c1,4,4,-7,-15,0,-1,4,-0.2,-6,-1
Cc1cccc(Nc2nc3c(s2)CCCC3)c1,2,-1,12,-1,2,2,0,0.3,-2,0
Cc1cc(NC(=O)c2ccc3c(c2)OCO3)ccc1NC(=O)c1ccco1,4,-7,-1,2,1,-3,-8,-0.3,5,-1
COc1ccccc1CC(=O)Nc1ccccc1O,-3,-3,18,1,0,-3,2,0.2,2,-4
O=[N+]([O-])c1ccc(C2NS(=O)(=O)N=C3CCCCCN32)cc1 (configuration not stated),-1,-7,6,4,0,3,-1,-0.4,-4,-2
CCc1nc2ccc(C(=O)NCCCN(C)C)cn2c1N(C)CCCc1ccccc1,2,-5,15,3,9,-4,-10,-0.3,-9,0
COC(=O)C(Cc1ccc(O)cc1)NC(=O)c1ccccc1 (configuration not stated),3,1,-14,6,5,1,-5,-0.3,-2,-3
CC(NC(=O)C1CCN(S(=O)(=O)c2cnc[nH]2)CC1)c1ccccc1 (configuration not stated),3,5,9,-17,5,2,7,-0.5,-2,-2
O=C1C2C3C=CC(C3)C2C(=O)N1c1n[nH]c(CCc2ccccc2)n1 (configuration not stated),-5,0,-6,-4,-1,1,1,0.0,2,-2
COc1ccc(CCNC(=O)c2c(C)nn(CC(C)C)c2Cl)cc1,0,-4,-1,-8,1,0,-9,-0.3,-1,0
CC(C)NC(=O)N[C@H]1C[C@@H]2O[C@H](CO)CC[C@@H]2O[C@@H]1CCc1ccc(-c2ccccc2F)cc1,-6,6,·,·,7,0,2,0.5,0,4
Cc1ccc(C)c(OCC(=O)Nn2c(C)nc3ccccc3c2=O)c1,-5,-4,-13,-4,-2,5,-1,0.0,0,1
CC12CCC(c3nnc(SCC(=O)Nc4cccc5ccccc45)nc31)C2(C)C (configuration not stated),-3,0,-1,-6,-1,7,-1,1.0,0,5
CCC(=O)Nc1ccccc1C(=O)OCC(=O)c1cccc2ccccc12,8,-1,-1,19,14,4,-11,-0.5,-1,4
O=C(N/C(=C\c1cccc([N+](=O)[O-])c1)C(=O)N1CCCCC1)c1cccs1,1,1,9,1,3,-11,4,0.2,-25,-10
CN(CCC#N)C(=S)Nc1ccc(F)cc1,-3,12,-2,6,-2,2,9,-0.8,-3,-2
O=C(NCc1ccc2c(c1)OCO2)c1ccc2c(c1)OCCO2,0,-1,-16,-5,0,-1,-8,-0.1,-1,-4
Cc1ccc(-n2ncc3c2CCCC3NC(=O)CCc2c(C)noc2C)cc1C (configuration not stated),1,2,-7,0,1,-1,7,0.3,-7,-2
Cc1ccsc1C1Nc2ccccc2C(=O)N1O (configuration not stated),-2,6,-5,4,-1,-8,-6,0.0,-3,-4
CCCn1c2c(c(=N)c3c1CCC3)CCCC2,4,-8,-4,1,14,-2,-2,-0.1,3,1
O=C1c2ccccc2NC(c2cccc(F)c2)N1Cc1ccccc1 (configuration not stated),0,0,15,4,4,-386,-1,11,i,-353
COc1ccc(NC(=O)Cc2ccc(C)cc2)cc1S(=O)(=O)N1CCCCC1,-4,4,-6,0,-1,-1,12,-0.3,-3,1
# The list continues.
SMILES,MBD2 inh,DDE Tn7 FP inh,ASAP1 GAP inh,ARFGAP1 inh,UHRF1 MBD2 ctr,PLCg1 inh,Tn6 DDE FP,KLK7 zymogen act,PLC-beta3 inh,ADAM17 inh
COc1ccccc1C(=O)Nc1ccc2nc(SCC(=O)N(C)C)sc2c1,-1,0,22,-6,-3,-5,-1,0.6,-106,0
O=C(Nc1ccccc1NC(=O)c1ccccc1F)c1ccccc1F,3,-6,10,-3,0,1,-2,1.6,-4,-3
COc1cccc(Cn2c(C(C)n3c(C)nc4ccccc43)nc3ccccc32)c1 (configuration not stated),-3,1,-2,-11,-1,2,2,-0.3,3,-4
Cc1ccc(N2CC(C(=O)NCCS(=O)(=O)N3CCN(c4ccccc4F)CC3)CC2=O)cc1 (configuration not stated),3,0,13,-10,2,1,2,-0.3,-8,-4
Cc1ccc(OCC(=O)N/N=C/c2ccncc2)cc1C,4,0,-1,-7,-1,0,-6,-0.5,-7,-4
C/C(CC(=O)Nc1ccc(C)c(Cl)c1)=N\NC(=O)C1CCCCC1,1,-2,5,-1,-3,3,-7,0.2,-2,3
CSc1nsc(NN)n1,-8,7,-1,-10,-3,4,12,-0.4,-2,-2
COCCN(Cc1ccccc1)C(=O)c1cccc(S(=O)(=O)N2CCN(c3ccccc3)CC2)c1,2,-1,-4,2,-2,5,4,0.4,-7,0
CN(CC(=O)NCCCN1CCOCC1)S(=O)(=O)c1cc(Cl)ccc1Cl,-7,1,-16,0,2,8,6,0.1,-1,1
CN1CCN(/C(=N\S(=O)(=O)c2ccc(F)cc2)c2ccccc2)CC1,-3,-2,-5,3,-1,-2,11,1.2,4,-2
O=C(CSc1nnc(-c2ccco2)n1-c1ccc(Cl)cc1)Nc1ccc(S(=O)(=O)Nc2nccs2)cc1,0,-8,·,·,2,5,-2,-0.4,4,7
Cc1cccc(Cn2cc(COC(=O)N3CCOCC3)nn2)c1,0,4,·,·,0,-1,4,0.1,1,-5
CC(NC(=O)Nc1ccc(Cl)cc1)c1ccc2c(c1)OCO2 (configuration not stated),0,3,7,2,1,2,8,-0.5,-2,3

# Screens deposited in PubChem by The Scripps Research Institute Molecular Screening Center.
